Compound activity: PubChem BioAssay, National Center for Advancing Translational Sciences (NCATS)
ALOX12 inh = ALOX12 (human) lipoxygenase inhibition; P18054; purified 12hLO, xylenol orange hydroperoxide absorbance; Potency, µM (doses to about 108 µM), without a hit: at the top dose activity change, negative = inhibition, hits mostly inhibitors; 1.1% of 580,000 active; AID 1671190; active = well fitted inhibition curve with a large enough effect; inconclusive = small, poorly fitted or top-dose-only effect, or another doubt; inactive = no such curve, though single readings can be large or run the other way
Target sequence (P18054 whole entry, looked up): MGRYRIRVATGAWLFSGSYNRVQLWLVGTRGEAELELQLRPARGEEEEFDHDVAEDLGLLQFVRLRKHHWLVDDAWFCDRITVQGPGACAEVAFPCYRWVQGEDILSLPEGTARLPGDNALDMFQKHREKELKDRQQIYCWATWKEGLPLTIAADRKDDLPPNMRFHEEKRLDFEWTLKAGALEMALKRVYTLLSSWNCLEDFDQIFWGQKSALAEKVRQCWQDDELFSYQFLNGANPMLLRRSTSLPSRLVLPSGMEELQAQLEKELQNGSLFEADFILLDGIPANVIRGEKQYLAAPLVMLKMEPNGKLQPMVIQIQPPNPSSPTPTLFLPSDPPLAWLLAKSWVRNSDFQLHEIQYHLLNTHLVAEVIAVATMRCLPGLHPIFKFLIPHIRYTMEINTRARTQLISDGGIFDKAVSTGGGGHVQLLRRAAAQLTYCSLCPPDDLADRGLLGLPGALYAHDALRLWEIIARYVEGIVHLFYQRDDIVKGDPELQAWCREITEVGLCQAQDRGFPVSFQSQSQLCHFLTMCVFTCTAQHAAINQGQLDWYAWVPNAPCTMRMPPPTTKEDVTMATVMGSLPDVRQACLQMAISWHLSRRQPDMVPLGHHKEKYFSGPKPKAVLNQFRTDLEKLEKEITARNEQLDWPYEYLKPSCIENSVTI
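Hydroperoxide product was detected by ferrous iron/xylenol orange as the 573 to 405 nm absorbance ratio. Arachidonic acid at 40 uM (final) was turned over for 30 min at room temperature by 150 nM human 12hLO, pH 7.0 Hepes buffer, after 15 min compound preincubation.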
Numbers without * were called inactive; ? = inconclusive; [ ] = remark or other dose. % is scaled to controls: 0 for no effect and ±100 for the full control effect; potency is read from the fitted curve at half-maximal effect. This is a subset; count on the stated rates, not on these rows.

FC(F)(F)CN1C2CCC1CN(c1nc(Cl)nc3nc[nH]c13)C2
  ALOX12 inh: -1%[6.33 µM]

C=C[C@H]1CN2CC[C@H]1C[C@@H]2CNC(=O)c1cc(OC)c(OC)c(OC)c1
  ALOX12 inh: 51%[activator][176 µM]

COCCN1C[C@H]2CN(Cc3ccncc3F)CCN2C1=O
  ALOX12 inh: 23%[176 µM]

O=C(COc1ccccc1)N1[C@H]2CC[C@@H]1c1cnc(-c3ccc(F)cc3)nc1C2
  ALOX12 inh: 2%

CC1=C2C[C@H]3[C@@H](CC=C4C[C@@H](O)CC[C@@]43C)[C@@H]2CC[C@]12O[C@@H]1C[C@H](C)CN[C@H]1[C@H]2C
  ALOX12 inh: 5%

O=C(Cn1c(=O)oc2ccccc21)N1[C@H]2CC[C@@H]1c1cnc(-c3ccc(F)cc3)nc1C2
  ALOX12 inh: 22%

C#CCN1CC(=O)N(COC(=O)C2C(C=C(C)C)C2(C)C)C1=O (stereo not given)
  ALOX12 inh: -21%

Cc1cc(CN2CC3(C2)C(=O)Nc2ccccc23)no1
  ALOX12 inh: 10%[12.5 µM]

O=C(c1ccc2c(c1)OCO2)N1[C@H]2CC[C@@H]1c1cnc(-c3ccccc3)nc1C2
  ALOX12 inh: -5%

O=[S+]1([O-])NCC2(CCN(Cc3ccoc3)C2)Oc2ncccc21 (stereo not given)
  ALOX12 inh: 0%[6.33 µM]

Cc1cc(C)n(CC(=O)N2[C@H]3CC[C@@H]2c2cnc(-c4ccc(F)cc4)nc2C3)n1
  ALOX12 inh: 43%[activator]

O=C1NCc2ccccc2CC12CCN(Cc1ccncc1Cl)C2 (stereo not given)
  ALOX12 inh: 1%[6.33 µM]

Cc1ncc2c(n1)C[C@@H]1CC[C@H]2N1C(=O)COc1ccccc1
  ALOX12 inh: 20%

Cc1ccccc1-c1ccc2n(c1=O)C[C@H]1C[C@@H]2CN(C(=O)c2cccs2)C1
  ALOX12 inh: 38%[activator][176 µM]

O=C(C1CCCCC1)N1C[C@@H]2C[C@H](C1)c1ccc(C3CCCCC3)c(=O)n1C2
  ALOX12 inh: 3%[176 µM]

COc1cc2c(cc1OCc1ccccc1)NC(=O)C21CCN(C(=O)c2cccnc2)CC1
  ALOX12 inh: 45%

CN1Cc2ccccc2-n2ccnc2C12CCN(C(=O)C1CCC1)CC2
  ALOX12 inh: 63%[activator]

CCNC(=O)NC[C@H]1C[C@@H]2CCN1C[C@@H]2c1cc(-c2cccs2)nn1C
  ALOX12 inh: 84%[activator][176 µM]

C#CCN(C)C[C@H]1CN2CC[C@H]1C[C@@H]2CNC(=O)NC(C)C
  ALOX12 inh: 34%[activator][176 µM]

O=C(NC1CC1)[C@H]1CN2CC[C@H]1C[C@@H]2Cn1cc(-c2ccc(-c3ccccc3)cc2)nn1
  ALOX12 inh: 4%[176 µM]

COc1ccc(OC)c(-c2cnc3[nH]cc(CC(=O)N4CCN(C)CC4)c3c2)c1
  ALOX12 inh: -19%[176 µM]

O=C(c1ccncc1)N1CC2CCC(C1)N2Cc1cccc(Cl)c1
  ALOX12 inh: 4%[6.33 µM]

CCCCc1cn(C[C@H]2CC3CCN2C[C@@H]3C(=O)NCc2ccccc2)nn1 (stereo not given in full)
  ALOX12 inh: 12%[176 µM]

CN(C)C(=O)CC1CCOC2(CCNCC2)C1 (stereo not given)
  ALOX12 inh: 11%

COc1ccc(CNC[C@H]2C[C@@H]3CCN2C[C@@H]3c2cc(-c3ccc(F)cc3)nn2C)cc1
  ALOX12 inh: 87%[activator][176 µM]

O=C(O)[C@H]1[C@H](CO)[C@H]2Cn3c(cccc3=O)[C@@H]1N2S(=O)(=O)c1ccccc1F
  ALOX12 inh: -6%

O=C1CO[C@H]2CN(Cc3ncc[nH]3)C[C@H]2N1Cc1ccncc1
  ALOX12 inh: 86%[activator][176 µM]

CCn1cc(CN2CCN(C(=O)COc3ccccc3)CC2)ccc1=O
  ALOX12 inh: 5%

COC(=O)[C@H]1[C@H](CO)[C@H]2Cn3c(cccc3=O)[C@@H]1N2Cc1ccncc1
  ALOX12 inh: -7%

O=C1CS(=O)C2(CCNCC2)N1C1CCCC1 (stereo not given)
  ALOX12 inh: 9%

CN1[C@H]2CC[C@@H]1[C@@H](C(=O)O)[C@@H](OC(=O)c1ccccc1)C2
  ALOX12 inh: 4%[176 µM]

CN(C)c1ccc(C(=O)NC[C@H]2C[C@@H]3CCN2C[C@@H]3CN2CCOCC2)cc1
  ALOX12 inh: 40%[activator][176 µM]

CCn1cc(CN2CCN(C(=O)Cc3ccsc3)CC2)ccc1=O
  ALOX12 inh: 61%[activator]

O=C(c1ccccc1)N1C[C@@H]2C[C@H](C1)c1c(/C=C/c3ccc(Cl)cc3)ccc(=O)n1C2
  ALOX12 inh: 9%[176 µM]

CCS(=O)(=O)N1[C@H]2CC[C@@H]1c1cnc(-c3ccc(F)cc3)nc1C2
  ALOX12 inh: 25%

CC[C@H]1CN2CC[C@H]1C[C@@H]2CNC(=O)Nc1ccc(Br)cc1
  ALOX12 inh: 38%[activator][176 µM]

O=C(Nc1ccccc1)[C@H]1CN2CC[C@H]1C[C@@H]2Cn1cc(CC2CCCCC2)nn1
  ALOX12 inh: 28%[176 µM]

Cc1ccc(C(=O)NC[C@H]2C[C@@H]3CCN2C[C@@H]3c2cc(-c3ccccc3)nn2C)cc1
  ALOX12 inh: 8%[176 µM]

COCC1(CNC2CCN(C)CC2)C[C@@H](O)[C@@H](O)C1 (stereo not given in full)
  ALOX12 inh: -2%[176 µM]

CC(C)CN1CCN(c2ccc(Cl)nn2)C(=O)C1
  ALOX12 inh: 40%[activator][176 µM]

CC(=O)O[C@H]1C[C@H](O[C@H]2[C@@H](O)C[C@H](O[C@H]3[C@@H](O)C[C@H](OC4CC[C@@]5(C)[C@H](CC[C@@H]6[C@@H]5CC[C@]5(C)[C@@H](C7=CC(=O)OC7)CC[C@]65O)C4)O[C@@H]3C)O[C@@H]2C)O[C@H](C)[C@H]1O[C@@H]1O[C@H](CO)[C@@H](O)[C@H](O)[C@H]1O (stereo not given in full)
  ALOX12 inh: 6%

CC(=O)NCCNC(=O)[C@H]1CN2CCC1C[C@@H]2Cn1cc(C(C)(C)C)nn1 (stereo not given in full)
  ALOX12 inh: 35%[176 µM]

CO/C=C(/C(=O)OC)c1ccccc1Oc1cc(Oc2ccccc2C#N)ncn1
  ALOX12 inh: -8%[57.4 µM]

COc1ccc(NC(=O)N2[C@H]3CC[C@@H]2c2cnc(-c4ccc(F)cc4)nc2C3)cc1OC
  ALOX12 inh: -11%

O=C(NC1CCCCC1)[C@H]1CN2CCC1C[C@@H]2Cn1cc(CO)nn1 (stereo not given in full)
  ALOX12 inh: 15%[176 µM]

Cn1nc(C2CCCC2)cc1[C@H]1CN2CC[C@H]1C[C@@H]2CNC(=O)Nc1ccccc1
  ALOX12 inh: 60%[activator][176 µM]

CC[C@H]1CN2CC[C@H]1C[C@@H]2CNS(=O)(=O)c1ccccc1
  ALOX12 inh: 0%[176 µM]

COc1cncc(-c2cc3c(cc2OC)C2(CCN(C(C)=O)CC2)C(=O)N3)c1
  ALOX12 inh: -14%[176 µM]

O=C(NCc1cccnc1)[C@H]1CN2CC[C@H]1C[C@@H]2Cn1cc(-c2ccccc2)nn1
  ALOX12 inh: 1%[176 µM]

O=C1Nc2ccccc2CC12CCN(Cc1ccccn1)C2 (stereo not given)
  ALOX12 inh: ?

COc1cc2c(cc1Oc1cccc(N(C)C)c1)NC(=O)C21CCN(c2ncccn2)CC1
  ALOX12 inh: 3%

CSc1cccc(NC(=O)NC[C@H]2C[C@@H]3CCN2C[C@@H]3CN2CCN(c3ncccn3)CC2)c1
  ALOX12 inh: 13%

Cn1nc(-c2cccs2)cc1[C@H]1CN2CC[C@H]1C[C@@H]2COC(=O)Nc1ccccc1
  ALOX12 inh: 0%[176 µM]

O=C1NCc2ccccc2CC12CCCCN2Cc1cccnc1 (stereo not given)
  ALOX12 inh: 2%[6.33 µM]

O=C(Nc1ccc(=O)n2c1[C@@H]1C[C@@H](CN(S(=O)(=O)c3ccccc3)C1)C2)c1ccco1
  ALOX12 inh: 9%

COc1cc2c(cc1OC1CCCC1)NC(=O)C21CCN(Cc2ccncc2)CC1
  ALOX12 inh: 22%[176 µM]

O=C1CO[C@H]2CN(Cc3ccco3)C[C@H]2N1Cc1ccccn1
  ALOX12 inh: -30%[176 µM]

c1ccc2c(CC3CN4CCCC4CN3)c[nH]c2c1 (stereo not given)
  ALOX12 inh: ?

COc1cc2c(cc1Oc1ccccc1)NC(=O)C21CCN(Cc2ccccn2)CC1
  ALOX12 inh: -5%[176 µM]

CC(=O)c1ccc(NC(=O)NC[C@H]2C[C@@H]3CCN2C[C@@H]3CN2CCN(c3ncccn3)CC2)cc1
  ALOX12 inh: ?

O=C(Cc1ccccc1)N1Cc2ccccc2CC2(CCCN2Cc2ccncc2)C1 (stereo not given)
  ALOX12 inh: 2%[6.33 µM]

COc1cccc([C@H]2CN(C(=O)OCC(C)C)[C@@H]3C4CCN(CC4)[C@H]23)c1
  ALOX12 inh: 24%

Cc1cccc(Cc2cnc[nH]2)c1C
  ALOX12 inh: -1%[22.9 µM]

O=C1Nc2ccccc2CC12CN(Cc1ccncc1)C2
  ALOX12 inh: 6%[12.5 µM]

O=C(Nc1nccs1)[C@H]1CN2CC[C@H]1C[C@@H]2Cn1cc(-c2ccccc2)nn1
  ALOX12 inh: -2%[176 µM]

O=C(NCc1ccccc1)[C@H]1CN2CCC1C[C@@H]2Cn1cc(C2(O)CCCCC2)nn1 (stereo not given in full)
  ALOX12 inh: 23%[176 µM]

C=CCN(C)C[C@H]1CN2CC[C@H]1C[C@@H]2CNS(C)(=O)=O
  ALOX12 inh: 16%[176 µM]

C=C[C@H]1CN2CC[C@H]1C[C@@H]2CNC(=O)Nc1cccc(C(F)(F)F)c1
  ALOX12 inh: ?

CC(C)C1CN2CCCC2CN1 (stereo not given)
  ALOX12 inh: -29%[12.5 µM]

CC(C)N1C[C@@H]2OCC(=O)N(Cc3ccccn3)[C@@H]2C1
  ALOX12 inh: 61%[activator][176 µM]

CC(C)N1C[C@@H]2OCC(=O)N(Cc3cccnc3)[C@@H]2C1
  ALOX12 inh: 18%[176 µM]

O=C1C[C@@H]2CCN(C3COC3)C[C@@H]2CCN1
  ALOX12 inh: 0%[12.5 µM]

C#C[C@H]1CN2CC[C@H]1C[C@@H]2CNCc1ccc(C(F)(F)F)cc1
  ALOX12 inh: 32%[176 µM]

Cc1noc(C)c1C(=O)N1C2CCC1CN(Cc1cccnc1)C2
  ALOX12 inh: ?

CC[C@H]1CN2CC[C@H]1C[C@@H]2CNC(=O)c1ccc2ccccc2c1
  ALOX12 inh: 6%[176 µM]

Structures from the list above with a thiophene ring, fused or not (4):
Cc1ccccc1-c1ccc2n(c1=O)C[C@H]1C[C@@H]2CN(C(=O)c2cccs2)C1
  ALOX12 inh: 38%[activator][176 µM]

CCNC(=O)NC[C@H]1C[C@@H]2CCN1C[C@@H]2c1cc(-c2cccs2)nn1C
  ALOX12 inh: 84%[activator][176 µM]

CCn1cc(CN2CCN(C(=O)Cc3ccsc3)CC2)ccc1=O
  ALOX12 inh: 61%[activator]

Cn1nc(-c2cccs2)cc1[C@H]1CN2CC[C@H]1C[C@@H]2COC(=O)Nc1ccccc1
  ALOX12 inh: 0%[176 µM]

Compounds listed so far with a furan ring, fused or not (three):
O=[S+]1([O-])NCC2(CCN(Cc3ccoc3)C2)Oc2ncccc21 (stereo not given)
  ALOX12 inh: 0%[6.33 µM]

O=C(Nc1ccc(=O)n2c1[C@@H]1C[C@@H](CN(S(=O)(=O)c3ccccc3)C1)C2)c1ccco1
  ALOX12 inh: 9%

O=C1CO[C@H]2CN(Cc3ccco3)C[C@H]2N1Cc1ccccn1
  ALOX12 inh: -30%[176 µM]

The list continues.
Cn1nc2n(c1=O)CCC(NC(=O)c1nn(C)c3ccccc13)CC2 (stereo not given)
  ALOX12 inh: 15%

O=C(C[C@@H]1NCCC[C@@H]1O)Cn1cnc2ccccc2c1=O
  ALOX12 inh: 7%

Cc1cc(N2CCNC[C@@H]2C)ccc1N1CC[C@H](O)C1
  ALOX12 inh: 45µM*

COCc1cn(C[C@H]2CC3CCN2C[C@@H]3C(=O)NCc2ccc3c(c2)OCO3)nn1 (stereo not given in full)
  ALOX12 inh: -10%[176 µM]

COc1ccc(-c2cc([C@H]3CN4CC[C@H]3C[C@@H]4CNC(=O)C(C)(C)C)n(C)n2)cc1OC
  ALOX12 inh: 32%[activator]

CC(C)CCN1CCC(N2CCN(C(=O)Cc3ccccc3F)CC2)C1=O (stereo not given)
  ALOX12 inh: -6%

Sc1ccccc1Cl
  ALOX12 inh: -17%[22.9 µM]

COc1cc2c(cc1OCC1CCCC1)N([S+](=O)([O-])c1ccc(Oc3ccccc3)cc1)CC21CCN(CC(=O)O)CC1
  ALOX12 inh: 31%[activator]

Quoted at random: three records from the list
CCCCc1cn(C[C@H]2CC3CCN2C[C@@H]3C(=O)NCc2ccccc2)nn1 (stereo not given in full)
  ALOX12 inh: 12%[176 µM]

Cn1nc(C2CCCC2)cc1[C@H]1CN2CC[C@H]1C[C@@H]2CNC(=O)Nc1ccccc1
  ALOX12 inh: 60%[activator][176 µM]

O=C(c1ccc2c(c1)OCO2)N1[C@H]2CC[C@@H]1c1cnc(-c3ccccc3)nc1C2
  ALOX12 inh: -5%

3 compounds from above, arranged by molecular weight, falling.
COc1cc2c(cc1OCC1CCCC1)N([S+](=O)([O-])c1ccc(Oc3ccccc3)cc1)CC21CCN(CC(=O)O)CC1
  ALOX12 inh: 31%[activator]

Cn1nc2n(c1=O)CCC(NC(=O)c1nn(C)c3ccccc13)CC2 (stereo not given)
  ALOX12 inh: 15%

Cc1cc(N2CCNC[C@@H]2C)ccc1N1CC[C@H](O)C1
  ALOX12 inh: 45µM*
